Compound activity (PubChem BioAssay)
Plk1 PBD FP: Plk1 polo box domain binding inhibitors, primary screen, biochemical, fluorescence polarization; 97,000 compounds, 0.13% hits; Plk1 PBD phosphopeptide binding; inhibition, %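 (tested at about 20 µM)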; AID 693, 2007; Serine/threonine-protein kinase PLK1 (Homo sapiens), P53350; in the data active = inhibition above about 34%, passing the limit was not always enough
CYP2C9 activ: human CYP2C9 activators, primary screen, biochemical, luminescence. AID 1024, 2008. recombinant CYP2C9, luciferin-H conversion; active compounds read high; factor 1 = untreated enzyme, 0 = blocked. Cytochrome P450 2C9 (Homo sapiens), P11712. activation factor at 5 µM. 96,000 compounds, 1.4% hits;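 active = activation factor of 2 or more for CYP2C9 at a 5 µM dose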;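 note: 0 = sulfaphenazole-blocked wells and 1 = vehicle-only wells; values of inactives mirror those of a sister screen read the other way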
Target sequence (P11712 whole entry, looked up): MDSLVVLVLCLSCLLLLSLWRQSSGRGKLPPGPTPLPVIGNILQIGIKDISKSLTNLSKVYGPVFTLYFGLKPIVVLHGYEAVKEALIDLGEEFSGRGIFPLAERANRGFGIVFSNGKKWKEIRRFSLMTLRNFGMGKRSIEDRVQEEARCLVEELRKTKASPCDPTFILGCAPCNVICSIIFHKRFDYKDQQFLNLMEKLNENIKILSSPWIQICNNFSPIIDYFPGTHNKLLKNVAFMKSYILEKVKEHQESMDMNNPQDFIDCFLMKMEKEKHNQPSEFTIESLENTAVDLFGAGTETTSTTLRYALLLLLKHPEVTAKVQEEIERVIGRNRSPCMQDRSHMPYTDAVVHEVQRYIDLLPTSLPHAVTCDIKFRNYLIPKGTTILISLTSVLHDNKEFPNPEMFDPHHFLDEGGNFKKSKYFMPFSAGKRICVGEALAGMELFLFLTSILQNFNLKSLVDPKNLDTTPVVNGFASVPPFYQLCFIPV
Rev-RRE block: HIV-1 Rev-RRE binding inhibitors, primary screen, biochemical, FRET, protein-RNA interaction. P05866. Rev peptide-RRE RNA binding. inhibition, % at 8 µM. 97,000 compounds, 0.79% hits;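 active = inhibition above the screen-wide mean plus 3 SD, cut at about 35% in these data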;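 note: 0% = median DMSO wells and 100% = median Neomycin B control wells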
Target sequence (P05866 whole entry, looked up): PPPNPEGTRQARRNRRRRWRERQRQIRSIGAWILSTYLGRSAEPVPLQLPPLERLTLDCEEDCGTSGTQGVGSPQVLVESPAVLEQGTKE
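Test system: Cy5-tagged RRE RNA duplex with fluorescein-tagged Rev peptide; Probe or stimulus: labelled Rev peptide; Schedule: 5 min preincubation and 15 min binding, 25 °C; Signal: FRET fluorescence readout; Evaluation: % inhibition from 671/540 nm acceptor-to-donor ratio, scaled between controls; Control set: DMSO and neomycin B.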
PLK1 inh: human PLK1 kinase inhibitors, primary screen, biochemical, TR-FRET. 97,000 compounds, 0.53% hits. inhibition, % at 10 µM. recombinant PLK1 kinase, TR-FRET peptide phosphorylation. Serine/threonine-protein kinase PLK1 (Homo sapiens), P53350;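 active = inhibition of 50% or more in the single-concentration screen; inactive = inhibition below 50%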;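 note: 0% = DMSO max control and 100% = H-89 dihydrochloride min control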
CYP2C9 inhib: blockers of cytochrome P450 2C9 activity – biochemical, luminescence, ADME assay, primary screen; P11712; CYP2C9 Supersomes, luciferin-H conversion; AID 777, 2007; inhibition, % at 5 µM; 96,000 compounds, 20% hits;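 active = blocking of liver enzyme CYP2C9 beyond about 50% at 5 µM, limit read from the data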; note: values of inactives mirror those of a sister screen read the other way
EphB4 antag: EphB4-ephrin-B2 interaction antagonists, primary screen, biochemical, TNYL-RAW peptide probe, fluorescence polarization; Ephrin type-B receptor 4 (Homo sapiens), P54760; EphB4 LBD / TNYL-RAW-Alexa532 peptide; inhibition, % at 7 µM; 97,000 compounds, 0.15% hits;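 active = inhibition above the screen-wide mean inhibition plus 3 SD, cut at about 15% in these data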;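 note: 0% = DMSO wells and 100% = excess unlabeled TNYL-RAW peptide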
PLAP act: PLAP enzyme activators, biochemical, luminescence, HTS | Alkaline phosphatase, placental type (Homo sapiens), P05187 | purified PLAP enzyme, luminescent substrate read-out; active compounds read high | activation fold at 20 µM | 96,000 compounds, 1.2% hits; in the data active = activation fold above about 2
CYP2C19 inhib: blockers of cytochrome P450 2C19 activity – biochemical, luminescence, ADME assay, primary screen; CYP2C19 Supersomes, luciferin-H EGE luminescence, 30 min; inhibition, % at 5 µM; P33261; 96,000 compounds, 21% hits;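 active = CYP2C19 inhibition above a set limit at 5 µM in the primary screen, cut at about 50% in these data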;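 note: plate controls were negative control wells for no effect and 2.5 mM tranylcypromine positive control for full effect; values of inactives mirror those of a sister screen read the other way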
Target sequence (P33261 whole entry, looked up): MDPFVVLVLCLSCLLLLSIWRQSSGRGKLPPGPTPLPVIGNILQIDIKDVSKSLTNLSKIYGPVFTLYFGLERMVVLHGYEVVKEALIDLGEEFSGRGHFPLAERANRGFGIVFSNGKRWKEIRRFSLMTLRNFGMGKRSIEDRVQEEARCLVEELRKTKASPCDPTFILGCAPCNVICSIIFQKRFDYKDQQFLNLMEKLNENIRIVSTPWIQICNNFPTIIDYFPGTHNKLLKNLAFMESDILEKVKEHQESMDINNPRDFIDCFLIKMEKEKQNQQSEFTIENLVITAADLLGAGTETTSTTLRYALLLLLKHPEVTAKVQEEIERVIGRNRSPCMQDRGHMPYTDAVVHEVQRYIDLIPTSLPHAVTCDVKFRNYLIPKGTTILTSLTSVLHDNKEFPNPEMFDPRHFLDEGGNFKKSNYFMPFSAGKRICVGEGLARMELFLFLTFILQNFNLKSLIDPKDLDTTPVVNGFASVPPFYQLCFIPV
CYP2C19 act: human CYP2C19 activators, primary screen, biochemical, luminescence; Cytochrome P450 2C19 (Homo sapiens), P33261; recombinant CYP2C19, luciferin-H EGE luminescence; active compounds read high; 0 = fully inhibited enzyme, 1 = untreated enzyme; activation factor at 5 µM; 96,000 tested, under 10 active; AID 1025, 2008;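 active = activation factor of at least 2 at 5 µM in the primary screen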;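 note: 0 = wells with 2.5 mM tranylcypromine and 1 = vehicle-only wells; values of inactives mirror those of a sister screen read the other way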
Starred values were filed as active, the others as inactive; · = no result given.

Plk1 PBD FP	CYP2C9 activ	Rev-RRE block	PLK1 inh	CYP2C9 inhib	EphB4 antag	PLAP act	CYP2C19 inhib	CYP2C19 act	SMILES
0	0.9	10	0	9	2	0.9	28	0.7	COc1cccc(C(=O)N2CCN(S(C)(=O)=O)CC2)c1
-20	·	2	-5	·	2	·	·	·	O=C(C1CC(c2ccc(F)cc2)=NO1)N1CCCCC1 (stereo unspecified)
-7	0.9	-1	-1	7	1	1.3	57*	0.4	CN1CCN(Cc2ccc(-c3ccc(Cl)cc3)o2)CC1
14	1	2	-6	-4	-1	0.8	3	1	COC(=O)c1nc(NC(=O)C(C)(C)C)n[nH]1
8	0.9	-3	70*	5	2	1.7	75*	0.3	Cc1ccc2c(c1)c(C)c(C)n2CC(O)CN1CCCCC1C (stereo unspecified)
-20	0.5	3	-15	55*	4	1	22	0.8	Cc1ccc(Cl)cc1Nc1nc(-c2sc(NC(=O)c3cccc(Cl)c3)nc2C)cs1
8	1	3	16	3	1	1.8	57*	0.4	COc1ccc2c(c1)c(C(=O)CN1CCN(C(=O)c3ccco3)CC1)c(C)n2C
-6	0.9	2	3	13	-1	0.9	15	0.8	CCC(CC)C(=O)Nc1cccc(C(=O)N2CCCC2)c1
-6	0.1	20	1	88*	-3	1	16	0.8	COC(=O)c1[nH]c2ccc(Br)cc2c1NC(=O)CN1CCCc2ccccc21
6	0.5	6	-3	52*	4	0.9	30	0.7	COc1ccc(C(=O)/C=C/c2ccc(OC)c(COc3ccc(F)cc3)c2)cc1
-4	0.9	10	10	11	6	2.3*	-1	1	Cc1ccccc1-n1c(SCc2ccccn2)nc2n[nH]c(C)c2c1=N
-11	1.2	2	-6	-16	-2	1.2	-9	1.1	COc1ccc(/C(O)=C2\C(=O)C(=O)N(c3cc(C)on3)C2c2ccc(OC)c(OC)c2)cc1OC (stereo unspecified)
-2	1.1	3	-7	-10	0	1	7	0.9	Cc1nonc1NC(=O)CSc1nnc(-c2ccoc2C)n1C
-33	1	1	-5	0	2	1.7	3	1	O=C1C2CC=CCC2C(=O)N1c1nc2n(n1)C(c1ccccc1)CC(c1ccccc1)N2 (stereo unspecified)
-22	0.9	5	-18	10	-4	0.6	43	0.6	Cc1ccc(CNC(=O)c2sccc2-n2cccc2)cc1
5	0.6	6	-14	37	1	0.8	64*	0.4	COC(=O)C1(C(O)C(=O)c2ccc(C)cc2C)CCCCC1 (stereo unspecified)
-16	0.2	2	-2	81*	-3	0.8	12	0.9	CCOC(=O)c1cnc(SCC(=O)Nc2ccc(N3CCOCC3)c(Cl)c2)nc1N
-10	·	-3	-3	·	-4	·	·	·	CC1(C)CC(=O)C=C(NC2CCCCCCC2)C1
4	1	0	-3	-4	0	0.9	-5	1.1	CC(=O)Nc1ccc(S(=O)(=O)NC(CC(=O)NCCCN2CCOCC2)C(C)C)cc1 (stereo unspecified)
-8	0.2	4	-8	78*	-5	1.6	74*	0.3	CSCCC(NC(=O)COc1ccccc1)C(=O)N1CCN(c2ccccc2F)CC1 (stereo unspecified)
·	1.1	·	·	-7	·	0.9	7	0.9	CCN(CC)CCCN1C(=O)C(=O)/C(=C(/O)c2ccc(Cl)cc2)C1c1ccccn1 (stereo unspecified)
8	1	17	-10	0	-3	0.9	-4	1	Cc1ccc(-c2noc(CN3CCN(c4ccccc4F)CC3)n2)cc1
·	0.6	·	·	42	·	1	31	0.7	CCOc1ccc(-c2[nH]nc3c2C(c2ccc4c(c2)OCO4)C(C#N)=C(N)O3)cc1OC (stereo unspecified)
-4	0.3	-3	2	68*	-7	1.4	86*	0.1	COc1cccc(C(=O)N2CCCC(c3nc(-c4cccs4)no3)C2)c1 (stereo unspecified)
23	1	-2	-2	0	8	1.1	-2	1	COc1ccccc1Oc1c(C)oc2c(CN3CCN(C)CC3)c(O)ccc2c1=O
11	0.8	15	-1	15	-1	1.1	23	0.8	CCCC1c2ccc(C)n2CCN1C(=O)Nc1ccc(F)cc1 (stereo unspecified)
-8	0.7	8	-15	28	5	1	65*	0.4	CC1=C(C(=O)OC(C)C)C(c2cccs2)N2C(=O)C(C)SC2=N1 (stereo unspecified)
-2	0.9	6	-1	10	5	0.9	5	1	COc1cc(NC(=O)CCc2c(C)nc3nc(C)nn3c2C)cc(OC)c1
-8	0.8	-3	-4	24	-3	1.5	7	0.9	Cc1ccc(Nc2nc(N)nc(CN3CCCCCC3)n2)c(C)c1
0	0.9	1	-14	6	-3	0.8	25	0.8	O=C(OCC(=O)N1CCc2ccccc21)c1ccccc1
34	0.9	6	-21	14	3	1	26	0.7	CC(=O)Nc1cc2c(cc1C(C)=O)OCCO2
-3	0.9	5	-25	10	-9	0.9	7	0.9	O=C(CCl)NNc1cccc(Cl)n1
-1	0.7	0	-7	33	1	1.6	86*	0.1	COc1cc2c(cc1OC)CN(Cc1ccc(C)s1)CC2
-17	0.5	4	-14	48	-3	1.2	40	0.6	COc1cc(C(=O)NCc2cn3cccc(C)c3n2)cc(OC)c1OC
-10	1	12	2	-2	4	0.9	5	1	N=C1C(c2nc3ccccc3c(=O)[nH]2)=C(O)CN1CCO
1	·	7	-14	·	5	·	·	·	CCN(CC)S(=O)(=O)c1cc(-c2nnc(-c3ccc(Br)cc3)o2)ccc1Br
-18	0	-1	5	97*	-2	1	80*	0.2	CCn1c(=O)c2c3c(sc2n2c(=S)[nH]nc12)CCC3
24	0.5	-3	-7	51*	-8	1	24	0.8	CCC(=O)Nc1cccc(NC(=O)CSc2nnc(-c3ccc(NS(C)(=O)=O)cc3)n2C)c1
-9	1	5	-15	4	2	1	2	1	S=c1[nH]nc(C2CC2)n1Cc1ccco1
-3	0.2	13	-6	76*	17*	1	61*	0.4	COC(=O)c1ccc(NC(=O)CN2CCN(c3cccc(Cl)c3)CC2)cc1

Record cards, as listed above.
`N=C1C(c2nc3ccccc3c(=O)[nH]2)=C(O)CN1CCO` across the screens: Plk1 PBD FP: -10; CYP2C9 activ: 1; Rev-RRE block: 12; PLK1 inh: 2; CYP2C9 inhib: -2; EphB4 antag: 4; PLAP act: 0.9; CYP2C19 inhib: 5; CYP2C19 act: 1
`Cc1ccc(-c2noc(CN3CCN(c4ccccc4F)CC3)n2)cc1` across the screens: Plk1 PBD FP: 8; CYP2C9 activ: 1; Rev-RRE block: 17; PLK1 inh: -10; CYP2C9 inhib: 0; EphB4 antag: -3; PLAP act: 0.9; CYP2C19 inhib: -4; CYP2C19 act: 1

PLAP act, what is marked active above
Plk1 PBD FP	CYP2C9 activ	Rev-RRE block	PLK1 inh	CYP2C9 inhib	EphB4 antag	PLAP act	CYP2C19 inhib	CYP2C19 act	SMILES
-4	0.9	10	10	11	6	2.3*	-1	1	Cc1ccccc1-n1c(SCc2ccccn2)nc2n[nH]c(C)c2c1=N

Carrying on:
Plk1 PBD FP	CYP2C9 activ	Rev-RRE block	PLK1 inh	CYP2C9 inhib	EphB4 antag	PLAP act	CYP2C19 inhib	CYP2C19 act	SMILES
-18	1	4	-13	-3	4	0.9	-3	1	O=C(CN1C(=O)CNC1=O)Nc1cccc(C(F)(F)F)c1
4	0.8	23	-9	19	2	0.6	23	0.8	CCc1ccccc1NC(=O)/C(C#N)=C\c1ccc(Sc2ccccc2)o1
-9	0.6	21	-12	41	-4	0.7	32	0.7	c1ccc(CN(Cc2cccs2)C(c2cccs2)c2nnnn2C2CCCC2)cc1 (stereo unspecified)
-14	0.7	3	0	33	-8	0.7	63*	0.4	NC(=O)c1ccsc1NC(=O)C1CCCCC1
-4	·	17	-13	·	-4	·	·	·	CC1CCN(C(=O)c2cc(-c3ccc(Cl)c(Cl)c3)on2)CC1
19	1	1	-5	1	1	1.4	-6	1.1	CCCCCOc1ccc(NC(=O)CCCC(=O)O)cc1
-10	0.8	-7	-8	15	-2	1.2	4	1	CCCCCC(=O)Nc1ccc(N2CCN(C(=O)CCC)CC2)cc1
20	1.1	8	-10	-6	1	1.1	-10	1.1	C=C(C)Cn1c(SCC(=O)O)nc2c1c(=O)[nH]c(=O)n2C
8	·	3	-3	·	-8	·	·	·	Cn1cc(CNC(=O)C23CC4CC(CC(C4)C2)C3)cn1
-8	0.8	9	-4	23	3	1	36	0.6	O=C(NC1CCCC1)c1ccc(CS(=O)(=O)c2cccc(C(F)(F)F)c2)o1
·	0.6	·	·	40	·	1.5	89*	0.1	COc1ccc(-n2c(Cc3cccn3C)nnc2SCC(=O)NCc2ccc(F)cc2)cc1
19	1.1	4	1	-10	-3	1	33	0.7	Cc1cccc(CC(=O)OCn2nnc3ccccc3c2=O)c1
-34	0.8	10	-8	22	-8	1	1	1	Cc1cc(=O)n2[nH]c(COc3ccccc3)nc2n1
·	1.1	·	·	-10	·	0.9	-18	1.2	CCCNC(=O)c1ccc2c(c1)ncn2-c1ccccc1OC
-8	·	1	-14	·	3	·	·	·	CC(Sc1nc(-c2ccccc2)cc(C(F)(F)F)n1)C(=O)N1CCOCC1 (stereo unspecified)
15	0.9	5	14	15	0	1	12	0.9	CCOC(=O)CSc1nnc(N)s1
7	1	2	-9	-1	-5	1.1	-1	1	Cc1ccc2[nH]c(=O)c(C(c3nnnn3CC3CCCO3)N3CCOCC3)cc2c1 (stereo unspecified)
-19	0.5	9	-3	49	7	0.9	22	0.8	O=[N+]([O-])c1cc(/C=N/O)ccc1SCc1ccccc1Cl
-14	0.4	8	-5	63*	4	1	14	0.9	Cn1c(C(=O)O)c(CC(=O)NCc2cccnc2)c2ccccc21
·	1	·	·	-3	·	0.7	4	1	COc1nc(-c2ccccc2)ccc1-c1noc(-c2ccc(F)cc2)n1
-12	0.2	17	-6	78*	-11	1	73*	0.3	COc1ccc(C)cc1-n1nnnc1SCc1nc2ccccc2s1
1	0.5	7	-7	53*	6	1.1	2	1	Clc1cccc(-c2nc3nc4ccccc4nc3n2Cc2ccco2)c1
-8	0.5	0	-7	52*	2	1.3	42	0.6	Cc1ccc(S(=O)(=O)N(CC(=O)N2CCN(c3ccc(F)cc3)CC2)C2CCCCC2)cc1
10	1	8	6	1	-9	0.8	-12	1.1	O=C1CC(Nc2ccc3ccccc3c2)C(=O)N1Cc1ccccc1 (stereo unspecified)
5	0.8	18	-4	20	5	1	13	0.9	c1cncc(-c2nc3c(ccc4ccccc43)[nH]2)c1
·	0.5	·	·	50*	·	1.2	30	0.7	CCOC(=O)N1CCN(S(=O)(=O)c2cc(Br)cc3c2N(C(=O)C2CC2)CC3)CC1
-23	0.6	6	-12	41	1	1	8	0.9	CCOC(=O)Cn1c(SC)nc2sc3c(c2c1=O)CC(C)(C)OC3
4	0	-1	-5	97*	1	1.3	87*	0.1	CC1=CC(C)(C)N2C(=O)C3(SCC(=O)N3c3ccc(O)cc3)c3cc(C)cc1c32 (stereo unspecified)
-21	1	7	-5	-1	10	1.1	-13	1.1	CC(/C=C/c1cccs1)=C\C(=O)O
-17	0.1	7	-9	88*	4	1.4	56*	0.4	CCOc1ccc(S(=O)(=O)N/N=C2/CC(c3ccccc3)Oc3ccccc32)cc1 (stereo unspecified)
30	1.2	2	-2	-18	-13	0.8	-9	1.1	O=C(O)c1ccccc1OCCOc1ccccc1C(=O)O
-4	1	4	-11	-2	3	1.1	-2	1	Cc1ccc(NC(=O)C2CCN(S(C)(=O)=O)CC2)cc1

An unsorted share of the library; overall some 29% were active at least once.
